RSV antiviral HEp-2 – RSV antiviral activity via CPE protection, HEp-2 cells, primary 10 µM value included (AID 2391); one-dose CPE inhibition, % at 10 µM; IC50 in µM for titrated hits; hit rate 0.13% among 310,000; HEp-2 cells, RSV-induced CPE inhibition; higher % means a stronger effect; in the data active = a potency from the dose series; inconclusive = CPE inhibition mostly from about 23% at the one dose, without a potency; inactive = the rest, 99 in 100 with CPE inhibition below about 21%; note: strong numbers were not always called active
K1F lysis inhibition – inhibition of K1F phage lysis, E. coli UTI89, bacterial capsule biogenesis inhibitors, alamar blue (AID 488966); one-dose inhibition, % at 100 µM; IC50 in µM for titrated hits; hit rate 0.02% among 340,000; E. coli UTI89 K1F phage lysis, alamar blue, 2 h; higher % means a stronger effect;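 active = phage lysis inhibition, versus mean bacterial control, above a set limit; inconclusive = no clear call, values can overlap the other calls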;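 note: capsule biogenesis inhibitors block K1F phage lysis so surviving cells raise fluorescence; higher fluorescence means more inhibition of phage lysis; actives were called in the ten point dose series up to 300 µM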
Dengue-2 NS5 capping – Dengue-2 NS5 methyltransferase inhibitors, primary screen, biochemical, confirmation dose response (AID 588689); Dengue-2 NS5 methyltransferase capping enzyme assay, biochemical; higher % means a stronger effect; inhibition, % at 25 µM; hits with a dose series show IC50 in µM; hit rate 0.3% among 340,000; in the data active = a potency from the dose series; inconclusive = inhibition above about 29% without an active follow-up result
GPR35 arrestin U2OS – inhibition of zaprinast-stimulated GPR35 beta-arrestin translocation – imaging, U2OS, beta-arrestin-GFP, zaprinast agonist, primary screen (AID 2058) | U2OS GPR35 beta-arrestin-GFP translocation imaging, zaprinast antagonism; higher % means a stronger effect | hit rate 0.052% among 290,000 | inhibition, % at 10 µM; hits with a dose series show IC50 in µM;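 active = inhibition of at least 50% with at least 30 cells and total cytoplasm GFP at most 10,000,000; inconclusive = under 30 cells or total GFP of 10,000,000 plus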
NTR1 agonist – NTR1-driven beta-arrestin-GFP spot formation – imaging, U2OS cells, high content, primary screen (AID 493036); agonist mode; activation, % at 20 µM; hit rate 0.17% among 330,000;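 active = activation at or above 40% of the spot to cytoplasm intensity ratio, with at least 20 cells analyzed; inconclusive = wells under 20 cells, flagged as cytotoxic or low count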;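 note: 0% = DMSO without peptide and 100% = 100 nM NTR1 peptide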
Target sequence (P30989 whole entry, looked up): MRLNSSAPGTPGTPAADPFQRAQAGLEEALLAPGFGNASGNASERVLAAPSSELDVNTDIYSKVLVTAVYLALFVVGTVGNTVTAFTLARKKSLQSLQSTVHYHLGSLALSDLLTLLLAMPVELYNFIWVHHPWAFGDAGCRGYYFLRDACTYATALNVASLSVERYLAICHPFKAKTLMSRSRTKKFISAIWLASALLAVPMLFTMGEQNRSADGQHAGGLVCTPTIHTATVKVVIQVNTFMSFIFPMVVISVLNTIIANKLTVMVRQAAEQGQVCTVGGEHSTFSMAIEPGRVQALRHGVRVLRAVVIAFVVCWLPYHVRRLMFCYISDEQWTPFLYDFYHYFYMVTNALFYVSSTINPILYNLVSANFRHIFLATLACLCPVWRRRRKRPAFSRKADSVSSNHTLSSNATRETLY
AID2073 – inhibitors of Mint1-CaV2.2 protein interaction, biochemical, HTRF (AID 2073) | hit rate 0.19% among 290,000 | HTRF protein-protein interaction, Mint1-CaV2.2; higher % means a stronger effect | inhibition, % at 20 µM; hits with a dose series show IC50 in µM; in the data active = inhibition mostly above about 51%, no sharp cut-off; inconclusive = no clear call, values can overlap the other calls; inactive = mostly below about 53%; note: some results filed as inactive read as strong as hits
WT yeast gro inh – growth inhibition of WT yeast, mitochondrial fusion screen. mitochondrial fusion phenotypic screen, WT strain. hit rate 2.1% among 190,000. inhibition, % at 10 µM. AID 1362; in the data active = inhibition above about 58%; tested in S. cerevisiae
Autophagy mod – alters autophagy in cells; MEF GFP-LC3 puncta imaging; test concentration mostly 10 µM; hit rate 0.98% among 190,000; calls only at 10 µM (by protocol);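 active = percentage of spot-positive cells more than 3 SD above its plate mean, without a fluorescence outlier flag or 80% toxicity; inconclusive = no clear call, values can overlap the other calls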;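 note: spot-positive cell cutoff set from DMSO-treated cells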
LYP phosphatase – PTPN22 lymphoid phosphatase activity blockers – biochemical, fluorescence intensity, uHTS (AID 1779). recombinant LYP phosphatase, fluorescence intensity; higher % means a stronger effect. inhibition, % at 11.5 µM; hits with a dose series show IC50 in µM. hit rate 0.054% among 290,000; in the data active = inhibition above about 50%;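 note: plate controls were vehicle with enzyme for no effect and no enzyme for full effect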
WT yeast gro inh mutant strain – recorded beside WT yeast gro inh, whose call it bears; inhibition, %; mitochondrial fusion phenotypic screen, mutant strain inhibition
Autophagy mod cell loss 18 h – second read-out of Autophagy mod, no call of its own (marks repeat the call); toxicity, %; measured here: cell loss, nuclei count;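 cell loss after 18 h compound exposure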
NTR1 agonist cell count 20 µM – also measured in NTR1 agonist; calls as there; cell count; measured here: cell count, cytotoxicity flag
Dengue-2 NS5 capping pilot replicate – recorded beside Dengue-2 NS5 capping, whose call it bears; inhibition, %; measured here: pilot screen replicate inhibition
Numbers without * were called inactive; i = inactive; ? = inconclusive; . = no result given; + = active, no number; [ ] = dose if it differs, or a comment.

SMILES	RSV antiviral HEp-2	K1F lysis inhibition	Dengue-2 NS5 capping	GPR35 arrestin U2OS	NTR1 agonist	NTR1 agonist cell count 20 µM	AID2073	WT yeast gro inh	WT yeast gro inh mutant strain	Autophagy mod	Autophagy mod cell loss 18 h	LYP phosphatase	others
CN1CCN(S(=O)(=O)c2ccc(N(C)Cc3ccc(C(F)(F)F)cc3)c([N+](=O)[O-])c2)CC1	-0.6%	0.1%[50 µM]	-0.8%	.	1.5	52	.	.	.	.	.	.
Cc1cccc(-n2c(C)cc(/C=C3/C(=N)N4C(c5ccccc5)=CSC4=NC3=O)c2C)c1	5.5%	2.4%	-6.5%	-9.9%	2.0	40	16.7%	-14.3	-1.7	i	-14.0	-1.4%
CC(C)CCOc1ccc(NC(=O)C2OC3OC(C)(C)OC3C3OC(C)(C)OC23)cc1 (centres undefined)	1.8%	0.1%	-2.5%	3.8%	1.3	87	-2.0%	38.2	6.1	i	-20.5	0.3%
Cc1ccc(SCCC(=O)Nc2ccc(Br)c(C)c2)cc1	16.0%	-1.8%[50 µM]	-3.9%	-1.4%	11.0	48	8.4%	42.2	32.9	i	2.3	-0.2%
COc1ccccc1/C=N/NC(=O)C(NC(=O)c1ccccc1)=C(C)C	0.2%	0.0%	-4.0%	-5.9%	1.1	86	-0.3%	-3.7	11.4	i	-0.8	-6.3%
CCC1=NC(c2ccc(OC)c(OC)c2)N(O)C1(C)C (centres undefined)	0.3%	0.1%	-4.5%	-12.5%	-0.1	78	10.1%	-9.2	-18.7	i	-7.2	-3.9%
CCN(CC(=O)Nc1c(F)cccc1F)C(=O)Cc1n[nH]c(=O)c2ccccc12	-0.1%	0.8%[50 µM]	-4.4%	.	-0.7	72	.	.	.	.	.	.
O=C(NCCN1C(=O)S/C(=C\c2ccccc2)C1=O)c1cc(S(=O)(=O)N2CCOCC2)c(Cl)cc1Cl	1.9%	3.7%	8.1%	11.1%	4.5	39	3.3%	-6.2	29.9	i	12.0	5.3%
C=CCNC(=O)CSc1nc2sc3c(c2c(=O)n1CCC)CCC3	6.4%	0.0%	-8.3%	21.3%	0.7	43	-7.0%	.	.	.	.	-8.4%
Cc1cc(C)c(S(=O)(=O)Cc2ccccc2)c(Cl)n1	1.7%	0.3%	-5.2%	-5.8%	-0.2	85	8.9%	.	.	.	.	-9.7%
Cc1ccc(S(=O)(=O)NCc2ccc3c(c2)cc(C)n3C)cc1	1.4%	0.6%	22.7%	0.9%	-3.5	93	27.4%	2.4	-9.4	i	-10.1	-0.5%
CCC(C)c1ccccc1NC(=O)C(C)Sc1n[nH]c(N)n1 (centres undefined)	0.6%	0.2%[50 µM]	-11.6%	.	4.8	52	.	.	.	.	.	.
COc1ccc2nc3c(cc2c1)c(NC(=O)c1cccs1)nn3CC(C)C	-1.1%	0.8%	1.4%	-2.0%	37.4	58	15.9%	-17.6	-1.4	i	1.4	2.9%
c1ccc2c(c1)CCc1c-2nc2ccccc2c1N1CCOCC1	5.1%	-0.5%	-10.8%	6.3%	7.8	55	12.3%	.	.	.	.	1.2%
NS(=O)(=O)c1ccc(NC(=O)CCC(=O)c2ccc(Cl)s2)cc1	1.1%	-0.4%	-9.9%	14.6%	-0.1	45	8.0%	.	.	.	.	-3.1%
COc1ccccc1CC(=O)NNS(=O)(=O)c1cccc([N+](=O)[O-])c1	0.2%	0.2%	-9.8%	2.9%	-0.4	46	8.1%	.	.	.	.	-5.7%
O=[N+]([O-])c1ccc(N/N=C/c2cn(-c3ccccc3)nc2-c2ccccc2)cc1	7.6%	0.1%	-13.4%	8.2%	1.6	47	12.7%	-0.4	2.2	+	7.6*	-0.7%
COc1ccccc1NC(=S)N(Cc1cccnc1)Cc1ccccc1Cl	2.0%	-0.3%	1.5%	-2.3%	0.1	68	-17.9%	25.9	20.3	i	14.3	-5.6%
COc1ccc(C2CC(=O)N3CN(Cc4ccco4)CSC3=C2C#N)cc1 (centres undefined)	-0.9%	-0.6%	6.8%	-5.0%	0.9	92	76.3%	-4.2	-2.5	i	13.5	-7.0%	Dengue-2 NS5 capping pilot replicate=6.6
CCN(CC)CCN(C(=O)c1ccc2c(c1)CCCC2)c1nc2ccc(OC)cc2s1	2.6%	0.3%	-10.7%	-15.4%	6.1	67	3.5%	.	.	.	.	-3.1%
O=C(Nc1cccc(C(F)(F)F)c1)c1ccc(-n2cncn2)nc1	7.0%	0.6%	0.0%	-5.2%	1.1	81	-1.5%	-1.6	10.5	i	0.3	-1.3%
C=CCOC(=O)C1=C[C@H](C2CCCCC2)[C@@H](CCCO)[C@H](OCC)O1	-1.4%	1.5%	-0.4%	5.3%	1.1	73	10.8%	-0.3	-4.2	i	3.2	-3.2%
COc1ccc2c(c1OC)C(=O)N(c1ccc(C)c(C)c1)C2=O	-1.0%	0.5%	-1.6%	-28.2%	-0.1	79	7.2%	0.0	-11.3	i	8.8	-7.6%
Cc1ccc(NC(=O)CSCC(=O)OC(C)C(=O)Nc2ccc(S(N)(=O)=O)cc2)c(C)c1 (centres undefined)	-0.8%	0.4%[50 µM]	2.9%	.	-0.4	57	.	.	.	.	.	.
NC(=O)C1CCN(C(=O)c2ccc([N+](=O)[O-])cc2NC(=O)c2cccs2)CC1	1.6%	0.1%	4.9%	-2.5%	0.4	35	-4.9%	.	.	.	.	-2.5%

Overlap with the part before: 2 entries, then new ones.
SMILES	RSV antiviral HEp-2	K1F lysis inhibition	Dengue-2 NS5 capping	GPR35 arrestin U2OS	NTR1 agonist	NTR1 agonist cell count 20 µM	AID2073	WT yeast gro inh	WT yeast gro inh mutant strain	Autophagy mod	Autophagy mod cell loss 18 h	LYP phosphatase	others
Cc1ccc(NC(=O)CSCC(=O)OC(C)C(=O)Nc2ccc(S(N)(=O)=O)cc2)c(C)c1 (centres undefined)	-0.8%	0.4%[50 µM]	2.9%	.	-0.4	57	.	.	.	.	.	.
NC(=O)C1CCN(C(=O)c2ccc([N+](=O)[O-])cc2NC(=O)c2cccs2)CC1	1.6%	0.1%	4.9%	-2.5%	0.4	35	-4.9%	.	.	.	.	-2.5%
Cc1cccc(NC(=O)CN2CCN(C(=O)c3cnn(Cc4ccccc4)c3)CC2)c1C	1.6%	0.9%[50 µM]	-10.2%	.	-0.1	49	.	.	.	.	.	.
O=C(CSc1n[nH]c(-c2ccco2)n1)Nc1ccccc1F	0.2%	1.6%	-4.2%	8.9%	-0.9	54	-5.6%	.	.	.	.	-8.4%
O=C(CSCc1ccccc1Cl)NNC(=O)c1ccccc1	1.0%	5.6%	1.4%	7.7%	1.1	56	-2.4%	8.7	6.1	i	7.6	-8.9%
O=C(COC(=O)CCc1nc2ccccc2c(=O)[nH]1)Nc1ccccc1Cl	-1.4%	0.1%	5.0%	-7.4%	-0.6	50	15.0%	.	.	.	.	-2.7%
CCN(CC)C(=O)C(C)N(C#N)c1nc(NC(C)C)nc(NC(C)C)n1 (centres undefined)	2.0%	0.1%	-3.3%	5.3%	2.4	56	-2.4%	1.8	2.9	i	4.6	-4.1%
COCCCNC(=O)CCn1c(=O)c2ccccc2n(CC(=O)Nc2c(C)cccc2C)c1=O	1.1%	0.6%	0.0%	10.1%	1.7	58	-4.4%	0.0	0.0	i	6.5	1.6%
O=C(O)c1ccccc1CSc1nnnn1-c1ccccc1	3.4%	0.1%	-5.3%	-0.6%	0.6	77	-4.7%	.	.	.	.	-6.4%
COc1ccccc1Cn1c(=S)[nH]c2cc(C(=O)NC(C)C)ccc2c1=O	1.7%	-0.8%[50 µM]	-0.7%	5.3%	-1.1	98	-1.3%	.	.	.	.	-1.1%
N#CCCn1cc(C(=O)CN2C(=O)NC3(CCCCCC3)C2=O)c2ccccc21	-0.3%	0.3%[50 µM]	-3.0%	.	-1.4	57	.	.	.	.	.	.
O=C(Nc1nccs1)[C@@H]1CC=C[C@@H]2CCN(Cc3ccccc3)C(=O)[C@@H]21	0.0%	0.6%	3.2%	.	-0.2	73	.	.	.	.	.	.
CN(C)c1ccc(-c2nnn(CC(=O)N3c4ccccc4CCc4ccccc43)n2)cc1	5.4%	0.3%	0.7%	7.0%	0.2	44	39.1%	24.2	5.3	i	4.6	-1.1%
CC(=O)Nc1ccc(C(=O)Nc2ccc(S(=O)(=O)Nc3nccc(C)n3)cc2)cc1	1.8%	0.6%	4.3%	2.1%	-0.1	73	3.1%	.	.	.	.	-7.4%
Cc1nnc(SCc2cccc(Oc3ccccc3)c2)n1N	0.7%	i	-6.4%	7.0%	0.5	61	-3.2%	3.8	-5.2	i	1.5	9.6%
COc1ccc(N(C(=O)C(C)C)S(=O)(=O)c2cccc3cccnc23)cc1	1.5%	5.9%	-5.9%	-0.5%	-0.1	46	0.6%	-10.9	-22.4	i	-2.1	2.5%
N#Cc1nc(-c2ccccc2F)oc1NC1CCCCC1	7.4%	-2.5%	2.2%	-0.5%	-1.8	60	40.2%	23.9	16.8	i	26.6	0.4%
O=C(CCCc1nc2ccccc2s1)NCc1cccnc1	0.2%	-0.3%	-7.1%	0.6%	-0.7	53	8.7%	26.6	-5.4	i	-1.8	-3.4%
Cc1nc(/C=C/c2ccccc2)cc(/C=C/c2ccccc2)n1	1.2%	0.7%	-2.0%	-11.8%	1.1	94	17.9%	22.8	37.6	i	27.3	8.3%
COc1cc(N/C=C2\CC(=O)NC(C)=C2C#N)cc(OC)c1OC	-0.7%	1.1%	0.7%	-0.8%	-0.6	33	66.1%	8.9	-5.8	i	15.2	-2.2%
Cc1c(C(C)C)c(=O)n(-c2ccc(S(=O)(=O)N3CCOCC3)cc2)n1C	-0.2%	-3.1%	-2.1%	16.2%	2.2	74	-5.7%	-8.3	-14.7	i	-22.8	-7.8%
CSc1ccc(/C=c2\s/c(=C\C(=O)C(C)(C)C)n(CC(=O)NCCC3=CCCCC3)c2=O)cc1	3.7%	0.3%	?	-4.3%	-0.3	64	33.3%	12.5	0.1	+	19.5*	9.2%
CCOC(=O)C(C)S(=O)(=O)c1ccc(C(F)(F)F)cn1 (centres undefined)	1.1%	0.1%	-2.8%	-1.8%	-0.3	63	-1.3%	0.2	-0.4	i	1.8	-3.1%
COc1cc(S(=O)(=O)Nc2cccc(C(=O)O)c2)c(OC)cc1Cl	0.7%	6.5%	-7.0%	7.1%	-0.1	78	6.7%	-11.2	-8.1	i	1.0	0.3%
CCN(CC)CCCOc1ccc(Cl)c(Cl)c1	0.3%	3.5%[50 µM]	-4.5%	-20.7%	2.3	79	-11.3%	2.2	19.7	i	6.9	-3.6%
CSCC[C@H](NC(=O)NCc1cccs1)C(=O)O	2.1%	-0.9%	-6.1%	-13.2%	-1.3	44	-4.6%	-7.5	7.5	i	-48.0	-2.5%

High-throughput results from PubChem BioAssay.

No enrichment for hits; 2.6% or so of the library scored in one or more.
